# Dengue-2 NS5 capping – Dengue-2 NS5 methyltransferase inhibitors, primary screen, biochemical, confirmation dose response (AID 588689) | Genome polyprotein (Dengue virus type 2 (strain 16681-PDK53)) | Dengue-2 NS5 methyltransferase capping enzyme assay, biochemical; higher % means a stronger effect | one-dose inhibition, % at 25 µM; IC50 in µM for titrated hits | actives 0.3% (n = 340,000); in the data active means a potency from the dose series; inconclusive means inhibition above about 29% without an active follow-up result
# SV40 large T antigen – SV40 large T antigen inhibitors, biochemical (AID 1903); actives 0.39% (n = 310,000); inhibition, % at 20 µM; hits with a dose series show IC50 in µM; SV40 large T antigen ATPase/helicase inhibition assay; higher % means a stronger effect; in the data active means a potency from the dose series; inconclusive means inhibition mostly from about 32% at the one dose, without a potency; inactive means the rest, 99 in 100 with inhibition below about 32%; further: strong numbers were not always called active
# CSM14.1 death rescue – rescue of cells from ER stress-induced death, primary screen, 384-well, CSM14.1, thapsigargin, ATP luminescence (AID 1222). CSM14.1 thapsigargin-induced death rescue, ATP luminescence; higher % means a stronger effect. cellular ATP content (survival), % at 20 µM, or EC50 in µM where a hit was titrated. 190,000 tested, under 10 active;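 active means EC50 below 50 µM in the dose-response confirmation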;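 further: death triggered by thapsigargin at about 15 µM added after 2 h compound pretreatment; cell ATP read after overnight thapsigargin exposure of roughly 18 to 22 hours; normalized against plate controls of thapsigargin alone and 5% DMSO vehicle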
# UTI89 phage lysis – inhibition of K1F phage lysis, E. coli UTI89, bacterial capsule biogenesis inhibitors, alamar blue (AID 488966). E. coli UTI89 K1F phage lysis, alamar blue, 2 h; higher % means a stronger effect. actives 0.02% (n = 340,000). inhibition, % at 100 µM, or IC50 in µM where a hit was titrated;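 active means phage lysis inhibition, versus mean bacterial control, above a set limit; inconclusive means no clear call, values can overlap the other calls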;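 further: capsule biogenesis inhibitors block K1F phage lysis so surviving cells raise fluorescence; higher fluorescence means more inhibition of phage lysis; actives were called in the ten point dose series up to 300 µM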
# Yfh1-off respiration – enhancers of respiration in Yfh1-depleted yeast, dose response, Friedreich's ataxia, plus single-dose screen (AID 1465); S. cerevisiae Yfh1-off respiration, WST-1 reduction, 72 h; higher fold induction means a stronger effect; one-dose fold induction at 50 µM; EC50 in µM for titrated hits; actives 0.074% (n = 220,000);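 active means fold induction of absorbance versus untreated yeast above a set limit, then at least 30% activation at any dose in follow-up; inconclusive means repeats straddling the limit, or above it without dose testing; inactive means fold induction below the set limit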;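 further: activators that raise dye reduction in frataxin-depleted yeast; strong numbers were not always called active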
# WT yeast gro inh – growth inhibition of WT strain, primary screen, mitochondrial fusion inhibitor project, WT and mutant strains, chemical genetic; AID 1362, 2008; inhibition, % at 10 µM; mitochondrial fusion phenotypic screen; actives 2.1% (n = 190,000); in the data active means inhibition above about 58%; tested in S. cerevisiae
# XIAP antagonists – XIAP antagonists, biochemical, IAP family, fluorescence polarization (AID 1018); XIAP BIR domain, fluorescence polarization peptide displacement; higher % means a stronger effect; displacement, % at 20 µM; hits with a dose series show IC50 in µM; actives 0.007% (n = 200,000); in the data active means displacement above about 50%; further: a part of the inactive calls stands beside numbers as strong as those of hits
# RSV CPE inhibition – RSV antiviral activity via CPE protection, HEp-2 cells, primary 10 µM value included (AID 2391); HEp-2 cells, RSV-induced CPE inhibition; higher % means a stronger effect; CPE inhibition, % at 10 µM, or IC50 in µM where a hit was titrated; actives 0.13% (n = 310,000); in the data active means a potency from the dose series; inconclusive means CPE inhibition mostly from about 23% at the one dose, without a potency; inactive means the rest, 99 in 100 with CPE inhibition below about 21%; further: strong numbers were not always called active
# West Nile virus CPE – West Nile virus antiviral activity, cell-based, CPE readout (AID 1621). West Nile virus-infected cells, CPE inhibition; higher % means a stronger effect. one-dose CPE inhibition, % at 10 µM; IC50 in µM for titrated hits. actives 0.02% (n = 290,000); in the data active means a potency from the dose series; inconclusive means CPE inhibition mostly from about 3.7% at the one dose, without a potency; inactive means the rest, 99 in 100 with CPE inhibition below about 2.2%; further: strong numbers were not always called active
# WT yeast gro inh mutant strain – second read-out of WT yeast gro inh, no call of its own (marks repeat the call); inhibition, %; mitochondrial fusion phenotypic screen, mutant strain inhibition
# * hit, by the source's call; i = inactive; ? = inconclusive; · = no result given; [ ] = remark or other dose.
SMILES,Dengue-2 NS5 capping,SV40 large T antigen,CSM14.1 death rescue,UTI89 phage lysis,Yfh1-off respiration,WT yeast gro inh,WT yeast gro inh mutant strain,XIAP antagonists,RSV CPE inhibition,West Nile virus CPE
Cc1ccc(CNC(=O)c2ccc(NC3=NC4CS(=O)(=O)CC4S3)cc2)cc1 (stereo not drawn),-1%,12%,·,0.3%,·,·,·,·,3.0%,0.9%
CCOC(=O)c1c(-c2ccccc2)csc1NC(=O)C(C)NCCCN1CCOCC1 (stereo not drawn),-6%,12%,2.0%,-0.1%,i,-5,-3,-6.5%,-4.6%,0.3%
Cc1cccc(C2NC(c3cccc(C)c3)C(C)C(=O)C2C)c1 (stereo not drawn),-7%,2%,·,0.3%,·,·,·,·,2.1%,0.8%
CCOc1ccc(/C(CCC(=O)O)=N/NC(=S)NC(C)C)cc1,3%,6%,0.2%,4.3%,i,-1,-8,-4.1%,2.9%,-0.8%
CCOC(=O)N1CCN(C(=O)COC(=O)c2ccccc2NCCO)CC1,-1%,9%,·,0.2%[50 µM],·,·,·,·,-1.1%,·
O=C(NCC1CCCO1)c1sc2ccccc2c1Cl (stereo not drawn),-3%,8%,-1.4%,1.9%[50 µM],i,-4,-17,-9.1%,5.5%,0.4%
Cn1c(=O)c2c(nc(N/N=C/c3cccs3)n2C)n(C)c1=O,7%,24%,·,-0.4%,i,·,·,·,0.4%,0.1%
O=C(CN1C(=O)CC(c2ccccc2)=Nc2ccccc21)NCc1ccco1,2%,6%,-0.3%,i,i,3,-2,-5.2%,0.9%,0.5%
Cc1c(N=C2SC(CC(=O)Nc3ccccc3)C(=O)N2CCN2CCOCC2)c(=O)n(-c2ccccc2)n1C (stereo not drawn),-4%,3%,0.4%,-0.5%,i,7,1,-2.2%,1.1%,-0.4%
Cc1ccsc1C1NC(=O)c2c(sc3c2CCCC3)N1 (stereo not drawn),2%,13%,1.0%,1.3%,i,0,6,-2.6%,0.3%,0.0%
CCCCN(C)CCNC(=O)c1ccc(Cn2c(=S)[nH]c3ccc(Br)cc3c2=O)cc1,-7%,12%,-1.6%,-0.3%,i,6,9,-21%,4.9%,2.5%
COc1ccc(C(=O)N2CCC(O)(c3ccc(Cl)cc3)CC2)cc1OC,-2%,7%,·,-0.7%,i,·,·,·,1.9%,-0.3%
Cc1ccccc1NC(=O)Cn1c(=O)n(CC2CCCO2)c(=O)c2ccccc21 (stereo not drawn),-15%,16%,4.8%,0.1%,i,-13,-5,-12%,2.7%,0.0%
C#CCOCCOCCOCCNc1nc(N2CCN(C(=O)[C@H](CCCCN)n3cc([C@@H](N)CO)nn3)CC2)nc(N2CCN(C(=O)[C@H](Cc3cc4ccccc4[nH]3)n3cc([C@@H](N)CC(C)C)nn3)CC2)n1,·,23%,-1.0%,·,·,-9,-3,-8.7%,1.8%,·
N#Cc1ccc(-c2csc(NC(=O)c3cc(-c4cccs4)nc4ccccc34)n2)cc1,-1%,5%,·,0.0%,i,·,·,·,6.0%,0.1%
Fc1ccccc1N1CCN(c2nnnn2-c2ccccc2)CC1,-12%,11%,-0.5%,-0.1%,i,15,6,-7.2%,0.3%,-0.7%
Cc1c(N(C)C)nc2ccccc2c1N,4%,11%,·,1.6%,i,14,18,-2.3%,0.7%,0.3%
Fc1ccccc1CNCc1ccc2c(c1)OCO2,-5%,15%,·,-2.1%,·,·,·,·,-0.1%,-0.6%
CCc1ccc(-c2cc(C(=O)N3N=C(C(F)F)CC3(O)C(F)F)c3ccccc3n2)cc1 (stereo not drawn),4%,22%,-2.6%,-0.1%,i,80*,58*,1.5%,-3.6%,-1.9%
Cn1c2ccccc2c2nn(-c3ccccc3)c(=O)cc21,-4%,12%,-3.1%,-0.3%,i,9,31,-2.7%,1.8%,-0.1%

# Entries of single compounds, quoted from the list. Order of values: Dengue-2 NS5 capping	SV40 large T antigen	CSM14.1 death rescue	UTI89 phage lysis	Yfh1-off respiration	WT yeast gro inh	WT yeast gro inh mutant strain	XIAP antagonists	RSV CPE inhibition	West Nile virus CPE
# CCOC(=O)c1c(-c2ccccc2)csc1NC(=O)C(C)NCCCN1CCOCC1 (stereo not drawn) across the screens: -6%	12%	2.0%	-0.1%	i	-5	-3	-6.5%	-4.6%	0.3%
# Cc1ccsc1C1NC(=O)c2c(sc3c2CCCC3)N1 (stereo not drawn) across the screens: 2%	13%	1.0%	1.3%	i	0	6	-2.6%	0.3%	0.0%

# Next compounds.
SMILES,Dengue-2 NS5 capping,SV40 large T antigen,CSM14.1 death rescue,UTI89 phage lysis,Yfh1-off respiration,WT yeast gro inh,WT yeast gro inh mutant strain,XIAP antagonists,RSV CPE inhibition,West Nile virus CPE
COc1ccc(O)c(/C=N/NC(=S)NCCc2ccccc2)c1,1%,13%,·,-0.4%,·,·,·,·,8.6%,-0.3%
COc1ccccc1NS(=O)(=O)c1ccc(NC(C)=O)cc1,-3%,0%,-1.8%,2.6%,i,-7,-30,-2.3%,-0.5%,0.2%
CCOC(=O)C(O)(CC(=O)c1ccc(Cl)cc1)C(=O)OCC,-1%,3%,0.9%,0.4%,i,-3,-5,-8.4%,3.7%,0.0%
O=C(NCCCN1CCCCC1)C1CCC(CNS(=O)(=O)c2cccc3nsnc23)CC1 (stereo not drawn),-5%,3%,·,0.2%,·,·,·,·,0.3%,-0.6%
Cc1cccc(C)c1NC(=O)CNC(=O)Cc1c[nH]c2ccccc12,-6%,5%,·,1.1%[50 µM],·,·,·,·,-0.3%,·
O=C(c1noc2c1CCCC2)N1CCc2c([nH]c3ccccc23)C1c1ccccn1 (stereo not drawn),5%,0%,1.0%,0.2%,i,27,33,-5.0%,2.9%,-1.1%
COC(=O)c1ccc(NC(=O)CSc2nnc(CNc3ccc(F)cc3)n2C)cc1,-5%,8%,0.1%,3.2%,i,3,9,-3.8%,0.2%,-0.8%
COC(=O)Cc1ccc(O)c(N)c1,3%,?,-0.2%,1.1%,i,-6,-2,6.9%,0.9%,1.3%
CS(=O)(=O)c1nc(S(=O)(=O)c2ccc(Cl)cc2)c(N2CCN(CCO)CC2)s1,1%,13%,·,0.2%,·,·,·,·,-0.1%,3.0%
Cc1ccc(N(Cc2cc(=O)[nH]c3ccccc23)C(=O)CCl)c(C)c1,-4%,10%,·,-0.6%[50 µM],·,·,·,·,-0.4%,-1.8%
O=C(CSc1nc(C(F)(F)F)cc(=O)[nH]1)N1CCCCCC1,4%,9%,·,0.6%[50 µM],·,·,·,·,0.4%,·
O=C(Cn1cncn1)N/N=C/c1cccnc1,-8%,-7%,·,0.5%,i,·,·,·,-1.9%,0.0%
O=C(COC(=O)c1ccccc1Nc1ccccc1)NCc1ccccc1,-6%,13%,3.2%,-0.1%[50 µM],i,-8,-11,-7.4%,0.5%,-0.7%
COc1ccc(NC(=O)CCS(=O)(=O)c2cc3c(cc2C)NC(=O)CO3)cc1,-1%,23%,·,5.1%,·,·,·,·,-0.3%,-0.1%
Cc1c(N(C)C(=O)C2CCCN2S(=O)(=O)c2ccccc2)c(=O)n(-c2ccccc2)n1C (stereo not drawn),-3%,-3%,-2.0%,2.7%,i,3,2,-3.4%,-0.3%,-0.3%
CCC(C)(C)NC(=O)CN(C(=O)CCC(=O)Nc1nccs1)c1ccccc1C,-3%,6%,·,0.2%,·,·,·,·,0.4%,-1.2%
COc1ccc2c(C(=O)CN(C)C3CCCCC3)c[nH]c2c1,0%,8%,-1.8%,0.1%,i,-11,-6,-7.3%,0.3%,0.1%
Cc1ccccc1C(=O)NNC(=S)NC(=O)c1cccs1,-12%,0%,·,0.0%,·,·,·,·,4.7%,0.8%
COc1ccc(S(=O)(=O)NCCC(=O)NCc2ccc(F)cc2)cc1,-6%,4%,-0.5%,6.4%,i,-11,-12,-2.0%,-0.1%,0.6%
Cn1c(Cn2cnc([N+](=O)[O-])n2)nnc1SCC(=O)Nc1ccccc1,-3%,2%,-2.1%,0.2%,i,-4,3,-9.6%,0.7%,0.2%
O=C(NCCc1c[nH]c2ccccc12)/C(=C\c1cccnc1)NC(=O)c1ccccc1Br,2%,2%,·,0.6%,i,·,·,·,0.4%,2.4%
CCN(CC)CCn1c2c(c(SCC(=O)Nc3ccc(C(C)C)cc3)nc1=O)CCCC2,-4%,14%,·,-0.2%[50 µM],·,·,·,·,-2.5%,·
CSc1ccccc1-n1nnnc1SCc1ccccc1,0%,-1%,-1.9%,-0.6%,i,12,7,-3.4%,12%,-0.1%
CC12CCC(c3c(C(=O)N4CCOCC4)nn(-c4ccccc4)c31)C2(C)C (stereo not drawn),-4%,1%,1.0%,0.1%,i,18,-1,-10%,2.4%,1.4%
COc1ccc(S(=O)(=O)N2CCOCC2)cc1NC(=O)COC(=O)CCOc1ccc(C)cc1,-8%,11%,·,0.2%[50 µM],·,·,·,·,0.8%,·
O=C(O)C1CC(c2ccccc2)=NO1 (stereo not drawn),2%,13%,-2.1%,4.0%,i,6,-23,-3.5%,-0.2%,1.0%
CC(=O)Nc1cccc(S(=O)(=O)N2CCCCCC2)c1,-7%,8%,1.4%,2.8%,i,13,3,-2.4%,6.0%,0.1%
C=CCn1c(COc2ccc(OC)cc2)nc2ccccc21,-4%,3%,·,1.4%,·,·,·,·,3.4%,-1.1%
Cc1ccc(-c2cc(C(=O)OCC(=O)N(C)C3CCS(=O)(=O)C3)c3ccccc3n2)c(C)c1 (stereo not drawn),-3%,4%,-1.1%,0.2%,i,-15,-1,-6.0%,1.0%,0.0%
Cc1cc(NC(=O)c2cc(F)c(F)cc2Cl)no1,-3%,2%,-1.8%,3.1%[50 µM],i,5,-20,-0.1%,2.1%,-0.3%
Cc1cc(NC(=O)c2ccc(N3CCCC3)c([N+](=O)[O-])c2)no1,12%,0%,-2.5%,-0.1%,i,3,-5,-4.7%,1.3%,0.0%
CCOP(=O)(OCC)c1nc(-c2ccc(C)cc2)oc1NCc1ccccc1,-10%,20%,-0.2%,-0.4%,i,-3,17,-6.0%,3.5%,-0.6%
COc1ccc(-n2cc(-c3ccccc3)c3c(NN4CCOCC4)ncnc32)cc1,-6%,18%,-9.5%,1.1%,i,2,2,-4.2%,-2.3%,0.2%
O=C(Nc1ccccc1C(=O)O)c1ccc2c(c1)C(=O)N(c1cccc([N+](=O)[O-])c1)C2=O,18%,27%,·,0.2%,·,·,·,·,-0.6%,0.0%
CC1(C)Cc2ccccc2C(C(Cc2ccccc2)C(N)=O)=N1 (stereo not drawn),-12%,9%,1.5%,-0.4%,i,-4,4,-7.4%,-2.4%,0.1%
CN(C)S(=O)(=O)c1ccc(Cl)c(NC(=O)CN2CCc3ccccc3C2)c1,-1%,5%,-0.1%,1.1%,i,-2,15,-1.2%,10%,-0.9%

# 2 compounds from above, showing only CSM14.1 death rescue and Dengue-2 NS5 capping:
SMILES | CSM14.1 death rescue | Dengue-2 NS5 capping
CSc1ccccc1-n1nnnc1SCc1ccccc1 | -1.9% | 0%
CC12CCC(c3c(C(=O)N4CCOCC4)nn(-c4ccccc4)c31)C2(C)C (stereo not drawn) | 1.0% | -4%

# Source: PubChem BioAssay
